# PKM2 act = PKM2 (human) enzyme activation; purified PKM2, Kinase-Glo ATP luminescence, activation; response scale: 0% is enzyme alone, no compound; Potency, µM (highest dose often 57.5 µM), inactives show top-dose activation, most hits filed as activators; actives 0.34% (n = 260,000); further: potency means the concentration at half of the fitted maximal effect; on the % scale 0 is the no-effect control and ±100 the full control effect; nearly all actives have a fitted effect of over 55% in size
# Target sequence (P14618 whole entry, looked up): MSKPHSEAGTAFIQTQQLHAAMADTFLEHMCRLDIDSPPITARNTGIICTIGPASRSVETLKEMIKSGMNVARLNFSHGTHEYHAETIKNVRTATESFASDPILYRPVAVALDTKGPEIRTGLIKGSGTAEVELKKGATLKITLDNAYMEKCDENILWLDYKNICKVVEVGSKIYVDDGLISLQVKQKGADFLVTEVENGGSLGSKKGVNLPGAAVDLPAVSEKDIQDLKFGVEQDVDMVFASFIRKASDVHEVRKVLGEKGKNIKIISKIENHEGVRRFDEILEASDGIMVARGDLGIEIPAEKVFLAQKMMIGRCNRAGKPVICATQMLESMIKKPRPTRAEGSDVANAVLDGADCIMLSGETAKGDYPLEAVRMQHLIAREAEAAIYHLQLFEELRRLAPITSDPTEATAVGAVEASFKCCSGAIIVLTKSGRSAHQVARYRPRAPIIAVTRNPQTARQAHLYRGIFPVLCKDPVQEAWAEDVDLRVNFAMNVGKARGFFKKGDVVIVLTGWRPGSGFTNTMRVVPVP
#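 Purified hPK-M2 (>95%) run at intermediate activity with 0.1 mM ADP and 0.5 mM PEP in 50 mM imidazole pH 7.2, KCl, MgCl2; 1 h room temperature. ATP formed read by Kinase-Glo luminescence; normalized to uninhibited and no-enzyme controls.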
# p53 reactivator = re-activators of mutant p53 | AID 504706 | actives 0.063% (n = 320,000) | H1299 p53-A138V BP100-luciferase reporter, luminescence, 24 h | Potency, µM (highest dose often 92.2 µM), for inactives: top-dose activity change, positive = activation, actives largely listed as activators; further: potency means the concentration at half of the fitted maximal effect; % of control where 0% means no effect; nearly all actives have a fitted effect of over 45% in size
#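 H1299 (p53-null), stable ts p53-A138V + BP100-Luc; 1000 cells/well, Opti-MEM/10% FBS; cpd 4 pt, 1:5; 24 h, 37 deg C, 5% CO2; detection reagent 10 min RT; luminescence.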
# BRCA1 expr act = activators of BRCA1 expression | MCF7-BRCA1-FFLuc reporter, luminescence, 48 h; response scale: scaled: vehicle 0%, 10 µM genistein 100% | Potency, µM (series often up to 46.1 µM), without a hit: top-dose activation, hits mostly activators | actives 1.1% (n = 380,000) | AID 624202; further: potency means the concentration at half of the fitted maximal effect; nearly all actives have a fitted effect of over 80% in size; some results filed as inactive show a strong effect at the top dose
#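 MCF7-BRCA1-FFLuc cells, 2000/well in phenol-red-free MEM, attached 2 h then treated 48 h at 37 C. Luciferase luminescence read 15 min after reagent; normalized to genistein maximum activation (10microM) and DMSO, concentration-response fitted.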
# ELG1 genotoxic = induces genotoxicity in HEK293T cells with luciferase-tagged ELG1 | HEK293T ELG1-luciferase reporter, luminescence, 16 h | Potency, µM (doses to about 46 µM), inactives show at the highest dose activity change, positive = activation, actives largely listed as activators | actives 1.3% (n = 330,000) | AID 504466; further: potency means the concentration at half of the fitted maximal effect; % of control where 0% means no effect; nearly all actives have a fitted effect of over 60% in size
#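 Quantitative HTS format in 1536-well plates. HEK293T ELG1-luciferase reporter cells receive test compound and are incubated 16 hr at 37 °C, 5% CO2; ONE-Glo added, 30 min room temperature, then luminescence read.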
# Giardia kill = kills Giardia lamblia; Giardia lamblia trophozoite viability; activity change, % at 7.66 µM, hits read low; actives 0.15% (n = 340,000); AID 540267; in the data active means activity change below about -80%; inconclusive means between about -30% and that limit;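 further: parasites exposed to compound for two days anaerobically before the ATP read; on the % scale 0 is the no-effect control and ±100 the full control effect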
#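 Viability, read as ATP luminescence: trophozoites at 100 cells/well, compound added, 48 hrs anaerobic at 37 deg C, then 15-30 min room-temperature development before reading.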
# RORg inh = ROR gamma (mouse) transcription inhibition; Drosophila S2 Gal4-RORgamma UAS-luciferase reporter, 20 h; actives 5.4% (n = 310,000); Potency, µM (doses to about 53.6 µM), for inactives: at the highest dose activity change, negative = inhibition, usual class: inhibitors; further: potency means the concentration at half of the fitted maximal effect; on the % scale 0 is the no-effect control and ±100 the full control effect; nearly all actives have a fitted effect of over 60% in size
# Target sequence (P51450 whole entry, looked up, the tested form may be a part): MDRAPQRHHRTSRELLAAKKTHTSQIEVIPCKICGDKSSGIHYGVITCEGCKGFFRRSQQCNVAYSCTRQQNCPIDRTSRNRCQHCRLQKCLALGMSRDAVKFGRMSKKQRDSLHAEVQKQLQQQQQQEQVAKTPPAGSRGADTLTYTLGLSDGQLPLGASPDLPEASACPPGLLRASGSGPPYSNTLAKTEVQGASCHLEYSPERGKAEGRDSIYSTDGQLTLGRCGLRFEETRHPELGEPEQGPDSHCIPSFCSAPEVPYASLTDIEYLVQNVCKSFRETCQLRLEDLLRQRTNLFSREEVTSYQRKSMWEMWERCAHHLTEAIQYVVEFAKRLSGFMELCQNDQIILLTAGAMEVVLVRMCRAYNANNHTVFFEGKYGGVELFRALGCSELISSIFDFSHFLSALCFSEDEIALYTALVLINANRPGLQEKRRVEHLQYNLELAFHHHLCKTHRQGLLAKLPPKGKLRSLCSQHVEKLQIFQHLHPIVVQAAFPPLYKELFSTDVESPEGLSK
#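 Drosophila S2 cells stably expressing Gal4-DBD/mouse RORγ fusion under metallothionein promoter plus UAS-luciferase; compound 1 h, then 700 uM CuSO4 induction for 20 h at ambient temperature; inhibition read as reduced luminescence.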
# Gal4-VP16 FLuc = inhibits Gal4-VP16 luciferase reporter, ROR gamma counter-screen; actives 3.5% (n = 310,000); AID 2546; Drosophila S2 Gal4-VP16 UAS-luciferase, luminescence, 20 h; Potency, µM (doses to about 53.6 µM), without a hit: at the highest dose activity, negative = inhibition, actives largely listed as inhibitors;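 further: Gal4-VP16 expression switched on by copper sulfate through the metallothionein promoter; potency means the concentration at half of the fitted maximal effect; on the % scale 0 is the no-effect control and ±100 the full control effect; nearly all actives have a fitted effect of over 50% in size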
# FLuc counter = inhibits or activates purified firefly luciferase, miR-21 counter-screen | purified FLuc, Km substrates, luminescence inhibition | actives 6.9% (n = 360,000) | P08659 | Potency, µM (doses to about 57.5 µM), for inactives: at the highest dose activity change, negative = inhibition, usual class: inhibitors;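 further: potency means the concentration at half of the fitted maximal effect; plate controls were vehicle for no effect and reference inhibitor for full effect; nearly all actives have a fitted effect of over 55% in size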
#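 Biochemical qHTS of compounds, final roughly 60 µM downward over six points, against 10 nM purified firefly luciferase using Km concentrations of substrates (10 uM D-luciferin, 10 uM ATP) in Tris acetate pH 7.5 buffer; luminescence output.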
# NPC1 promoter act = activates the NPC1 promoter; Huh7 NPC1 promoter luciferase reporter, 24 h; Potency, µM (series often up to 9.22 µM), inactives show at the highest dose activation, hits mostly activators; actives 2.4% (n = 320,000);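 further: potency means the concentration at half of the fitted maximal effect; % of control where 0% means no effect; nearly all actives have a fitted effect of over 60% in size; reporter is driven by a mutant NPC1 promoter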
#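 NPC1 promoter–luciferase Huh7 cells; 24 h compound; luminescence.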
# Menin-MLL TR inh = inhibitors of human menin-MLL interaction, mutant MLL peptide | O00255 | Menin + Texas Red MLL mutant peptide, fluorescence polarization | Potency, µM (top dose mostly 61.6 µM), inactives show at the highest dose FP activity change, negative = inhibition, actives largely listed as inhibitors | actives 0.23% (n = 270,000); active means well fitted inhibition curve with a large enough effect in the polarisation, with a control signal flat, not every such curve was filed as active; inconclusive means small, poorly fitted or top-dose-only effect, or effect the other way, or a change in a side signal; inactive means no such curve, though single readings can be large or run the other way; the % refers to the polarisation; further: potency means the concentration at half of the fitted maximal effect; % of control where 0% means no effect; many of its hits are not listed in these tables
# Rab9 prom act = Rab9 promoter activation; Huh7 Rab9 promoter-luciferase reporter, luminescence, 24 h; Potency, µM (top dose mostly 9.22 µM), for the others: at the highest dose activation, negative = inhibition, usual class: activators; actives 2.8% (n = 320,000); AID 485297; further: potency means the concentration at half of the fitted maximal effect; % of control where 0% means no effect; nearly all actives have a fitted effect of over 60% in size
#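 Promoter activation is measured as luciferase luminescence in Huh7 cells stably transfected with a Rab9 promoter–luciferase construct, following 24 h compound exposure at 37 °C and 10 min reagent incubation at ambient temperature.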
# Numbers without * were called inactive; ? = inconclusive; . = not tested or not shown; & = joins results of further samples; [ ] = remark or other dose. Unless noted, the call rests on the fitted dose curve; in most records, active means well fitted curve in the direction sought with a large enough effect; inconclusive means small, poorly fitted or top-dose-only effect, or another doubt; inactive means no such curve, though single readings can be large; an effect the other way counts as inactive or inconclusive. This is a subset; count on the stated rates, not on these rows.
SMILES,PKM2 act,p53 reactivator,BRCA1 expr act,ELG1 genotoxic,Giardia kill,RORg inh,Gal4-VP16 FLuc,FLuc counter,NPC1 promoter act,Menin-MLL TR inh,Rab9 prom act
COc1cc(OC)cc(C(=O)Nc2c(C)nn(-c3ccccc3)c2C)c1,1.8%,4.5%,-8.0%,-13.1%,-13.9,1.2%,-0.9%[10 µM],-0.5%,-5.1%,-3.0%,-10.9%
O=C(NCCOc1ccccc1Cl)C(=O)c1c[nH]c2ccccc12,-4.8%,0.6%,-19.1%,3.7%,-2.9,37.3%,3.4%,?,2.2%,?,0.0%
CC1CCN(C(=O)c2ccc(SCc3ccccc3F)c([N+](=O)[O-])c2)CC1,-6.3%,1.3%,-49.7%,0.1%,-18.1,19.3%,-0.8%,-2.1%,-1.8%,0.2%,0.1%
CC(C)CCNC(=O)NC(=O)COc1ncnc2sccc12,-31.2%,0.0%,-3.8%,-0.6%,-16.9,19.6%,3.1%,6.0%,-3.4%,-11.2%,-1.7%
COc1cc(C(=S)N2CCN(C(c3ccccc3)c3ccccc3)CC2)cc(OC)c1O,1.2%,.,-29.2%,-6.8%,-3.2,?,-21.6%,-16.3%,-2.3%,8.9%,-2.8%
COC(=O)/C(=C/c1ccccc1)NC(=O)c1ccco1,3.6%,0.6%,-9.0%,0.8%,11.8,-2.1%,5.6%,4.6%,-0.9%,0.6%,-4.5%
NC(=O)c1cc(C(=O)Cc2ccccc2)c[nH]1,.,1.4%,16.1%,6.0%,-14.1,-3.2%,-15.0%,-6.3%,-1.5%,-12.9%,-0.9%[1.84 µM]
Cc1cccc(N(Cc2ccccc2F)S(C)(=O)=O)c1,-0.4%,-2.3%,-6.3%,1.1%,-12.6,6.1%[10 µM],4.2%,1.0%,0.0%,-2.5%,1.9%
COc1cc(C(=O)N(C)CCOc2ccccc2)ccc1OCC(=O)Nc1cccc(C(F)(F)F)c1,.,-6.0%,-45.6%,?,0.4,.,.,-1.7%,-19.4%,.,-26.2%
COc1ccc(NC(=O)CN2C(=O)NC3(CCCC3)C2=O)c(OC)c1,.,1.5%,-1.7%,2.0%,-14.9,-11.1%,-3.5%,-1.6%,0.5%,-4.8%,0.3%
COc1cc(CN2CCC(C(=O)N3CCN(c4ccccc4F)CC3)CC2)ccc1O,-1.6%,?,-6.1%,-0.1%,-3.7,38.8%,-1.3%,8.7%,1.1%,4.9%,0.1%
COc1ccccc1N1CCN(S(=O)(=O)c2ccc3c(c2)NC(=O)CS3)CC1,.,-2.9%,-22.4%,-5.1%,11.8,25.3%,1.7%,0.6%,0.5%,.,-3.9%
CN(C)C(=O)C1(c2ccccc2)CCN(S(=O)(=O)c2ccccc2)CC1,-3.2%,8.1%,-13.6%,-1.7%,2.3,-12.4%,-1.7%,-0.1%,1.8%,-11.9%,-1.6%
Cn1c(=O)c2c(nc(Oc3ccc4c(c3)OCO4)n2Cc2ccc(F)cc2)n(C)c1=O,-0.1%,0.2%,0.2%,-0.7%,7.3,-3.0%,-11.6%,5.9%,-1.8%,2.5%,-6.1%
COc1ccc(OC)c(C2CC(=O)C3=C(C2)NC(=O)CC3c2ccc(O)c(OC)c2)c1 (configuration not stated),-3.8%,-7.7%,-3.5%,-2.3%,5.8,10.4%,-2.2%,0.3%,-1.4%,2.6%,2.8%
CCO[C@@H]1OC(C(=O)N2CCOCC2)=C[C@H](c2ccccc2)[C@H]1CCCO,-1.7%,1.5%,6.6%,6.7%,-1.7,40.0%,6.4%,1.1%,9.5%,-2.3%,-7.0%
CCN(CC1CCCO1)C(=O)c1cc(COc2ccccc2SC)on1 (configuration not stated),6.8%,-2.7%,?,6.7%,-10.1,-28.1%,-15.3%,?,22.4%,.,29.8%
CC[C@@](C)(NS(=O)(=O)OCC(Cl)(Cl)Cl)c1ccccc1,-0.8%,10.7%,-15.3%,0.6%,-24.9,-7.2%,-9.7%,1.4%,3.2%,-5.0%,-1.2%
CCC(=O)NCCc1nc2cc(NC(=O)c3ccccc3OC)ccc2n1C,-6.4%,?,?,?,-23.0,-20.2%,-2.4%,21.3µM*,23.3%,.,28.8%
COc1cc(CNCCN(C)C)c(Br)cc1OCC(=O)NCc1ccccc1,3.5%,-2.1%,-13.0%,-0.1%,9.6,-1.6%,0.9%,-0.7%,0.5%,-1.5%,-1.1%
COc1ccc(CNC(=S)Nc2ccc(OC)cc2)cc1,-0.2%,5.6%,17.9%,-2.6%,20.4,10µM*,?,-15.6%,-0.7%,-10.8%,1.3%
Cc1c(NC(=O)c2cc(-c3ccc(F)cc3)on2)c(=O)n(-c2ccccc2)n1C,-1.6%,-5.6%,-4.1%,-4.7%,6.0,9.0%,6.7%,-0.4%&4.1%,2.0%,5.5%,0.2%
CCOc1ccccc1OCC(=O)Nc1ccc(Cl)cc1Cl,-3.4%,-3.0%,19.4%,-2.5%,-8.8,-14.9%,-6.6%,-1.6%,1.8%,-4.4%,2.2%
O=C(c1ccco1)N1CCN=C1SCc1ccc(F)cc1,-1.2%,-2.7%,0.0%,1.6%,18.5,-9.8%,-5.1%,-1.7%,0.4%,0.1%,-4.0%
COc1cccc(-c2nnc(SCC(=O)Nc3ccc(S(N)(=O)=O)cc3)n2C)c1,-0.2%,-1.5%,-7.7%,0.6%,-10.1,-3.6%,1.6%,3.1%,17.6%,8.5%,5.6%
O=S(=O)(NCc1ccccc1)c1ccc(S(=O)(=O)N(Cc2ccccn2)C2CCCC2)cc1,-2.6%,0.8%,-38.2%,-8.9%,3.3,?,-10.0%,0.7%,-7.3%,8.1%,-5.4%
Cc1ccc(Nc2c([N+](=O)[O-])cc(C(=O)N3CC(=O)Nc4ccccc43)cc2[N+](=O)[O-])c(C)c1,0.0%,2.0%,-33.7%,-9.9%,7.6,-27.7%,1.3%,-1.8%,-0.1%,-7.8%,-5.5%
CC(=O)N1CCc2c(sc(NC(=O)C3CCCN3S(=O)(=O)c3cccs3)c2C(N)=O)C1 (configuration not stated),.,-4.3%,-43.7%,0.8%,7.4,.,.,1.1%,0.7%,.,-15.4%
O=C(NC1(C(F)(F)F)NC(=O)N(c2ccccc2)C1=O)c1cccs1 (configuration not stated),9.0%,-1.5%,-10.4%,-3.7%,21.2,16.3%,-0.4%,-3.3%,0.7%,5.1%,-11.1%
CCOC(=O)c1cc2c(=O)n3cccc(C)c3nc2n(Cc2ccco2)c1=NC(=O)c1ccccc1,-1.7%,-6.0%,-2.0%&-0.4%,1.8%,31.1&-9.1[activator],-3.7%,2.3%,-1.6%,-1.6%,-14.6%,-5.6%
Cc1ccc(SC[C@H](Cc2ccccc2)N2CCN(CC(C)C)CCC2=O)cc1,-0.6%,5.6%,13.1%,-1.7%,9.1,8.4%,2.9%,-17.9%,-5.4%,.,-3.6%
COc1ccc(Cl)cc1-c1n[nH]c(=S)n1C,-24.3%,2.1%,-9.0%,1.5%,-4.2,?,1.8%,-5.2%,3.5%,-3.8%,3.7%
CN(C)/C=C1\Cc2ccccc2C1=O,1.3%,3.9%,-33.3%,6.6%,2.6,-8.3%,2.5%,-1.6%,0.9%,.,6.1%
O=C(NCC(=O)N1CCN(Cc2ccccc2)CC1)c1ccc(Br)o1,2.4%,20.9%,19.2%,2.6%,20.3,2.5%,0.1%,4.0%,-2.1%,0.3%,-0.4%
CC(Sc1ncccn1)C(=O)NC1(C#N)CCCCC1 (configuration not stated),.,15.0%,-3.2%,2.0%,11.9,.,.,-2.4%,-0.8%,.,-1.5%
CC1=CC2=NC(=O)/C(=C\c3cc(C)n(-c4cccc(Cl)c4)c3C)C(=N)N2O1,-6.4%,-2.2%,-19.9%,4.8%,-14.8,-31.9%,-7.5%,?,0.8%,13.6%,1.0%
CC1CCCCC1NC(=O)c1ccc(S(=O)(=O)N2CCCC2)cc1 (configuration not stated),-0.6%,1.3%,-14.0%,0.7%,-11.4,2.2%,2.8%,-1.3%,0.0%,1.1%,-2.3%

# Screening data deposited in PubChem BioAssay by National Center for Advancing Translational Sciences (NCATS).
